ABHD5 PLIN5 PPI – ABHD5-PLIN5 protein interaction inhibition; Q00G26+Q8WTS1; Split G. princeps luciferase complementation, luminescence, 4 h; inhibition, % at 4 µM; 360,000 compounds, 0.78% hits;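 active = inhibition above the mean inhibition across every tested compound plus 3 SD, cut at about 22% in these data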;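 also: 0% = DMSO only wells and the 100% control is not disclosed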
EBV LMP1 NFkB – Epstein-Barr LMP1 NF-kappaB reporter inhibition; inhibition, % at 12.5 µM; LMP1-induced NF-kappaB luciferase reporter cells, luminescence; 350,000 compounds, 0.69% hits; in the data active = inhibition above about 41%;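 also: 0% = neutral control wells and 100% = reference inhibitor control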
NCOA3 inh – inhibits human SRC3 coactivator; Q9Y6Q9; HEK293 GAL4-SRC3 luciferase reporter, luminescence; inhibition, % at 3.6 µM; 360,000 compounds, 0.17% hits;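 active = inhibition above a per-campaign cutoff, the mean of all compounds plus 3 SD, cut at about 60% in these data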;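 also: 0% = DMSO-treated cells and 100% = gossypol-treated cells at 36 µM; higher means less SRC3-driven luciferase light from the GAL4 reporter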
SRC2 inh – inhibits human steroid receptor coactivator 2 | AID 651957 | Q15596 | 370,000 compounds, 0.17% hits | inhibition, % at 9 µM | HEK293 GAL4-SRC2 luciferase reporter, luminescence;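 active = inhibition above the mean inhibition of all tested compounds plus 3 SD, set per campaign, cut at about 52% in these data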;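 also: 0% = DMSO treated cells and 100% = cells given Gossypol at 36 µM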
Target sequence (Q15596 whole entry, looked up, the tested form may be a part): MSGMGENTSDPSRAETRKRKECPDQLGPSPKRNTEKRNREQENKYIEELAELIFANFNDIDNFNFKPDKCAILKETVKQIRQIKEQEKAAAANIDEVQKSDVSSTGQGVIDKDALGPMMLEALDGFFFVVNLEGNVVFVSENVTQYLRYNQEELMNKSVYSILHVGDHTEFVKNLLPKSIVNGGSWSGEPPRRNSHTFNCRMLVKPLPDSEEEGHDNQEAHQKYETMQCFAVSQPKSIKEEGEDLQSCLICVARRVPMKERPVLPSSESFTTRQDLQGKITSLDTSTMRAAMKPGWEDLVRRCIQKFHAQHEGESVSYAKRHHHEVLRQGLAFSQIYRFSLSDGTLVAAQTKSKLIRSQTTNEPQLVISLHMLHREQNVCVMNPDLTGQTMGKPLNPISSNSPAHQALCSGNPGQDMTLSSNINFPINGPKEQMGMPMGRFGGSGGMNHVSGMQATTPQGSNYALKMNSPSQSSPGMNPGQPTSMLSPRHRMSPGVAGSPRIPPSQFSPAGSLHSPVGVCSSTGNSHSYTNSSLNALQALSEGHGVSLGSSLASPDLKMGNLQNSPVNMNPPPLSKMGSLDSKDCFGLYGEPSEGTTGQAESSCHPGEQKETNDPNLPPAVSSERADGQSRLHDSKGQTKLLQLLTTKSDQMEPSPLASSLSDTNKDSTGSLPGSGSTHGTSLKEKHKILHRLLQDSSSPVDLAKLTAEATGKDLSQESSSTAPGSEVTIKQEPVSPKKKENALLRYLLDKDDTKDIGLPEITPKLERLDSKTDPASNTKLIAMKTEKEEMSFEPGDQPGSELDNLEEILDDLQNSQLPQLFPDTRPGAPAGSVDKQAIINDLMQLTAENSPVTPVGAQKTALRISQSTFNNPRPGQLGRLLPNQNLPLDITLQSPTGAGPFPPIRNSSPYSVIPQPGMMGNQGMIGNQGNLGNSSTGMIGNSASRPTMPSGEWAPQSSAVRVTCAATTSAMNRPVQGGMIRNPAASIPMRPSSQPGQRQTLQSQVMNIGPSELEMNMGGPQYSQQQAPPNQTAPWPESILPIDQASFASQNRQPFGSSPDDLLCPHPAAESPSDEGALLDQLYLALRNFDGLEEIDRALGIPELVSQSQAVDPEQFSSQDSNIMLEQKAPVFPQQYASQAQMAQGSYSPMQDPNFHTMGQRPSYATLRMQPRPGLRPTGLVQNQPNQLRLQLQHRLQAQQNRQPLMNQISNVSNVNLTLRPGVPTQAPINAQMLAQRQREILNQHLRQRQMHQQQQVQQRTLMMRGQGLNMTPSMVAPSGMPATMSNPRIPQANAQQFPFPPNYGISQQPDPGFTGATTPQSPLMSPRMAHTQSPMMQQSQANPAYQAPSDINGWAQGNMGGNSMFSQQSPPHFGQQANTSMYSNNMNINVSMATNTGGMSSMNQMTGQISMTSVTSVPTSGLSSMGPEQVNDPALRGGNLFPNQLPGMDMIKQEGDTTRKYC
NOD2-RIPK2 inh – NOD2-RIPK2 protein interaction inhibition; CHO BLA complementation NOD2-RIPK2, CCF4 ratio; inhibition, % at 4.98 µM; 360,000 compounds, 0.38% hits; in the data active = inhibition above about 21%;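 also: 0% = vehicle only and 100% = reference blocker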
MC4R antag cAMP – human MC4R antagonism in cAMP assay; inhibition, % at 6.5 µM; AID 540295; MC4R-expressing cells, MTII-stimulated cAMP, LANCE TR-FRET; 360,000 compounds, 0.48% hits; P32245;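 active = inhibition above its plate's cutoff, the mean of tested wells on that plate plus 3 SD, cut at about 29% in these data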;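 also: 0% = Melanotan II alone and 100% = Melanotan II plus saturating MCL0020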
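Material: human MC4R-expressing U2OS cells. Probe or stimulus: Melanotan II challenge. Dosing: 6.5 µM single dose. Times: 30-min compound, 1-h challenge, 1-h detection, room temperature. Technique: TR-FRET with Eu-cAMP and labeled anti-cAMP, 671 nm. Replication: singlicate.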
NR5A2 inv ag – inverse agonists of human LRH-1 (NR5A2) | O00482 | inhibition, % at 3.6 µM | HEK293T StAR-luciferase reporter, LRH-1 transfected, 24 h | 360,000 compounds, 0.13% hits;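 active = inhibition above the mean inhibition of all tested compounds plus 3 SD, cut at about 73% in these data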;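 also: 0% = DMSO wells and 100% = reporter-only cells lacking LRH-1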
NCOA1 inh – human NCOA1 inhibition. Q15788. HEK293 GAL4-SRC1 luciferase reporter, luminescence. 360,000 compounds, 0.12% hits. AID 588354. inhibition, % at 3.6 µM;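 active = inhibition above the campaign mean plus 3 SD, with each screening campaign given its own cutoff, cut at about 60% in these data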;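 also: 0% = DMSO treated cells and 100% = gossypol at 36 µM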
COUP-TFII inh – inhibitors of human COUP-TFII (NR2F2); 370,000 compounds, 0.7% hits; HEK293T NGFI-A luciferase reporter, luminescence; inhibition, % at 8.6 µM; P24468;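 active = inhibition above a per-plate cutoff, mean inhibition of test wells between control levels plus 3 SD, cut at about 38% in these data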;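 also: cells cotransfected with COUP-TFII expression vector driving the NGFI-A reporter; 0% = median of COUP-TF2 test wells and 100% = reporter-only cells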
MC4R ag barr – agonists of human melanocortin 4 receptor (MC4R) beta-arrestin | P32245 | U2OS MC4R beta-arrestin complementation, luminescence; percent of melanotan II response, DMSO zero | activation, % at 8.9 µM | 360,000 compounds, 0.98% hits | AID 540308;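 active = activation above a per-plate cutoff, the mean activation of sample wells on that plate plus 3 SD, cut at about 8% in these data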
TLR9-MyD88 block – inhibitors of human TLR9-MyD88 binding. inhibition, % at 4.98 µM. 340,000 compounds, 0.21% hits. Q9NR96+Q99836. AID 504734. CHO BLA complementation TLR9-MyD88, CCF4 FRET ratio;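 active = inhibition above the mean over all tested compounds plus 3 SD, cut at about 21% in these data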;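 also: 0% = DMSO only wells and 100% = clavulanate BLA inhibitor control wells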
Starred values were filed as active, the others as inactive. Only part of the results is shown; rates above refer to the full screens.

What do the screens show for `COc1cc(C(=O)NCC2(N3CCCCC3)CCCCC2)ccc1OCC(=O)N1CCOCC1`?
ABHD5 PLIN5 PPI: -9; EBV LMP1 NFkB: -35; NCOA3 inh: -30; SRC2 inh: -29; NOD2-RIPK2 inh: -7; MC4R antag cAMP: 6; NR5A2 inv ag: -19; NCOA1 inh: -16; COUP-TFII inh: -5; MC4R ag barr: 0.0; TLR9-MyD88 block: -9

Results for CC(C)CC(NC=C1C(=O)OC(C)(C)OC1=O)C(=O)O (stereo not given) ?
ABHD5 PLIN5 PPI: 2; EBV LMP1 NFkB: -3; NCOA3 inh: -11; SRC2 inh: -33; NOD2-RIPK2 inh: -10; MC4R antag cAMP: 6; NR5A2 inv ag: 5; NCOA1 inh: -6; COUP-TFII inh: 7; MC4R ag barr: -1.3; TLR9-MyD88 block: -1

Results for CC1CCN(C(=O)c2ccccc2NC(=O)c2cccc(S(=O)(=O)N(C)C)c2)CC1 ?
ABHD5 PLIN5 PPI: -1; EBV LMP1 NFkB: -2; NCOA3 inh: -23; SRC2 inh: -10; NOD2-RIPK2 inh: 6; MC4R antag cAMP: 13; NR5A2 inv ag: -11; NCOA1 inh: -15; COUP-TFII inh: -2; MC4R ag barr: -0.4; TLR9-MyD88 block: 3

How did C=CCn1c(NC(=O)c2ccco2)nc2ccccc21 do in these assays?
ABHD5 PLIN5 PPI: 10; EBV LMP1 NFkB: 6; NCOA3 inh: 5; SRC2 inh: 9; NOD2-RIPK2 inh: -15; MC4R antag cAMP: -10; NR5A2 inv ag: 15; NCOA1 inh: 17; COUP-TFII inh: -1; MC4R ag barr: -2.1; TLR9-MyD88 block: -2

How did O=c1[nH]cnc2c1c(-c1ccccc1)cn2-c1ccccc1 do in these assays?
ABHD5 PLIN5 PPI: 7; EBV LMP1 NFkB: 8; NCOA3 inh: 10; SRC2 inh: 13; NOD2-RIPK2 inh: -11; MC4R antag cAMP: 16; NR5A2 inv ag: -25; NCOA1 inh: 11; COUP-TFII inh: 0; MC4R ag barr: 0.0; TLR9-MyD88 block: -4

Results for COc1ccc(OC)c(C(=O)N2CCC(C(=O)c3ccc(F)cc3)CC2)c1 ?
ABHD5 PLIN5 PPI: -1; EBV LMP1 NFkB: 15; NCOA3 inh: 1; SRC2 inh: 26; NOD2-RIPK2 inh: -8; MC4R antag cAMP: 0; NR5A2 inv ag: 18; NCOA1 inh: 0; COUP-TFII inh: 12; MC4R ag barr: -1.2; TLR9-MyD88 block: 9

How did Cc1ccc(-n2ccc(=O)c(-c3ccnc(SCc4cccc(Cl)c4)n3)n2)cc1 do in these assays?
ABHD5 PLIN5 PPI: 2; EBV LMP1 NFkB: -5; NCOA3 inh: 7; SRC2 inh: -4; NOD2-RIPK2 inh: -7; MC4R antag cAMP: -8; NR5A2 inv ag: 7; NCOA1 inh: -8; COUP-TFII inh: 14; MC4R ag barr: 8.6*; TLR9-MyD88 block: -10

What do the screens show for `COC(=O)c1ccc(N2CCc3ccccc32)c([N+](=O)[O-])c1`?
ABHD5 PLIN5 PPI: -2; EBV LMP1 NFkB: 6; NCOA3 inh: -3; SRC2 inh: 22; NOD2-RIPK2 inh: -17; MC4R antag cAMP: -6; NR5A2 inv ag: 12; NCOA1 inh: -20; COUP-TFII inh: 11; MC4R ag barr: -2.3; TLR9-MyD88 block: -4

Results for O=C(NCc1cccs1)c1ccc(CS(=O)(=O)c2ccc(Cl)cc2)o1 ?
ABHD5 PLIN5 PPI: 13; EBV LMP1 NFkB: -1; NCOA3 inh: 23; SRC2 inh: 15; NOD2-RIPK2 inh: -1; MC4R antag cAMP: 2; NR5A2 inv ag: 26; NCOA1 inh: 6; COUP-TFII inh: 24; MC4R ag barr: -0.2; TLR9-MyD88 block: 5

How did CC(NC(=O)c1cc(S(=O)(=O)N2CCCC2)cn1C)c1ccccc1 (stereo not given) do in these assays?
ABHD5 PLIN5 PPI: 1; EBV LMP1 NFkB: 1; NCOA3 inh: 16; SRC2 inh: -19; NOD2-RIPK2 inh: 6; MC4R antag cAMP: 0; NR5A2 inv ag: 18; NCOA1 inh: 6; COUP-TFII inh: 1; MC4R ag barr: 2.3; TLR9-MyD88 block: 5

Results for CCc1ccccc1NC(=O)c1cccc(N2C(=O)C3C4CCC(C4)C3C2=O)c1 (stereo not given) ?
ABHD5 PLIN5 PPI: -1; EBV LMP1 NFkB: 8; NCOA3 inh: -11; SRC2 inh: -4; NOD2-RIPK2 inh: -4; MC4R antag cAMP: -10; NR5A2 inv ag: 13; NCOA1 inh: 10; COUP-TFII inh: 2; MC4R ag barr: -3.5; TLR9-MyD88 block: -6

Results for COc1ccccc1NC(=O)CN(c1ccc(C)cc1)S(=O)(=O)c1c(C)n[nH]c1C ?
ABHD5 PLIN5 PPI: 6; EBV LMP1 NFkB: -6; NCOA3 inh: 21; SRC2 inh: 2; NOD2-RIPK2 inh: -6; MC4R antag cAMP: 1; NR5A2 inv ag: 11; NCOA1 inh: -10; COUP-TFII inh: -1; MC4R ag barr: -0.7; TLR9-MyD88 block: -7

Results for Cc1nc2c(C)cccc2cc1C(=O)N/N=C/c1cccnc1 ?
ABHD5 PLIN5 PPI: -2; EBV LMP1 NFkB: -1; NCOA3 inh: 18; SRC2 inh: -11; NOD2-RIPK2 inh: 3; MC4R antag cAMP: 1; NR5A2 inv ag: 14; NCOA1 inh: 4; COUP-TFII inh: -11; MC4R ag barr: -4.1; TLR9-MyD88 block: 7

What do the screens show for `CCC(CO)NC1=C([N+](=O)[O-])C(=O)CC(C)(C)C1` (stereo not given)?
ABHD5 PLIN5 PPI: 0; EBV LMP1 NFkB: -4; NCOA3 inh: 13; SRC2 inh: -14; NOD2-RIPK2 inh: 0; MC4R antag cAMP: 2; NR5A2 inv ag: 2; NCOA1 inh: -3; COUP-TFII inh: -5; MC4R ag barr: -2.7; TLR9-MyD88 block: 10

What do the screens show for `O=C(NC12CC3CC(CC(C3)C1)C2)N1CCN(C(=O)C2CCCO2)CC1` (stereo not given)?
ABHD5 PLIN5 PPI: 1; EBV LMP1 NFkB: -5; NCOA3 inh: 14; SRC2 inh: 7; NOD2-RIPK2 inh: 2; MC4R antag cAMP: 5; NR5A2 inv ag: 6; NCOA1 inh: -8; COUP-TFII inh: 0; MC4R ag barr: -2.2; TLR9-MyD88 block: 4

What do the screens show for `O=C(OCC(=O)c1ccc[nH]1)c1ccc(Cl)c(Cl)c1`?
ABHD5 PLIN5 PPI: -3; EBV LMP1 NFkB: -3; NCOA3 inh: -6; SRC2 inh: -27; NOD2-RIPK2 inh: -6; MC4R antag cAMP: -7; NR5A2 inv ag: 33; NCOA1 inh: 1; COUP-TFII inh: 6; MC4R ag barr: 0.3; TLR9-MyD88 block: -6

Results for Cc1nn(CCCC(=O)NCc2ccc(F)cc2)c(=O)c2nccn12 ?
ABHD5 PLIN5 PPI: 2; EBV LMP1 NFkB: -1; NCOA3 inh: -7; SRC2 inh: -5; NOD2-RIPK2 inh: -8; MC4R antag cAMP: 19; NR5A2 inv ag: 6; NCOA1 inh: 9; COUP-TFII inh: -16; MC4R ag barr: 0.4; TLR9-MyD88 block: -5

Results for COc1cc(CNC2CCCC2)c(Br)cc1OC1CCCC1 ?
ABHD5 PLIN5 PPI: 8; EBV LMP1 NFkB: -28; NCOA3 inh: 5; SRC2 inh: 1; NOD2-RIPK2 inh: -2; MC4R antag cAMP: 4; NR5A2 inv ag: -27; NCOA1 inh: -34; COUP-TFII inh: -2; MC4R ag barr: -2.0; TLR9-MyD88 block: 5

What do the screens show for `Cc1ccccc1OCCC(=O)OCC(=O)N1CCN(S(=O)(=O)c2ccc(Cl)cc2)CC1`?
ABHD5 PLIN5 PPI: -9; EBV LMP1 NFkB: -1; NCOA3 inh: 4; SRC2 inh: -40; NOD2-RIPK2 inh: 0; MC4R antag cAMP: -2; NR5A2 inv ag: -19; NCOA1 inh: -12; COUP-TFII inh: 4; MC4R ag barr: -1.8; TLR9-MyD88 block: 1

What do the screens show for `CN(Cc1ccccc1)C(=S)NC(=O)c1cccs1`?
ABHD5 PLIN5 PPI: -4; EBV LMP1 NFkB: 10; NCOA3 inh: 23; SRC2 inh: -6; NOD2-RIPK2 inh: -5; MC4R antag cAMP: -2; NR5A2 inv ag: 0; NCOA1 inh: -6; COUP-TFII inh: -13; MC4R ag barr: -3.0; TLR9-MyD88 block: -7

What do the screens show for `C=CCN(c1ccccc1OC)S(=O)(=O)c1cccc(C(=O)OCC(=O)c2c(N)n(C)c(=O)n(C)c2=O)c1`?
ABHD5 PLIN5 PPI: -3; EBV LMP1 NFkB: 17; NCOA3 inh: 26; SRC2 inh: 20; NOD2-RIPK2 inh: 6; MC4R antag cAMP: 0; NR5A2 inv ag: -2; NCOA1 inh: 7; COUP-TFII inh: 27; MC4R ag barr: -1.0; TLR9-MyD88 block: 0

Results for C#Cc1cccc(-n2nnc(C(C)=O)c2C)c1 ?
ABHD5 PLIN5 PPI: 8; EBV LMP1 NFkB: -3; NCOA3 inh: 7; SRC2 inh: 3; NOD2-RIPK2 inh: -7; MC4R antag cAMP: -5; NR5A2 inv ag: 2; NCOA1 inh: 6; COUP-TFII inh: 9; MC4R ag barr: -1.6; TLR9-MyD88 block: 10

How did CCC(=O)c1cc2c(cc1NC(=O)c1ccc(C)cc1)OCCO2 do in these assays?
ABHD5 PLIN5 PPI: 8; EBV LMP1 NFkB: -14; NCOA3 inh: -24; SRC2 inh: -1; NOD2-RIPK2 inh: -12; MC4R antag cAMP: 1; NR5A2 inv ag: -3; NCOA1 inh: -39; COUP-TFII inh: 14; MC4R ag barr: 0.8; TLR9-MyD88 block: -3

How did O=C(CSc1nnc(-c2cccs2)o1)Nc1cccc(S(=O)(=O)N2CCCCC2)c1 do in these assays?
ABHD5 PLIN5 PPI: 5; EBV LMP1 NFkB: 3; NCOA3 inh: 2; SRC2 inh: -14; NOD2-RIPK2 inh: 1; MC4R antag cAMP: 13; NR5A2 inv ag: -9; NCOA1 inh: -4; COUP-TFII inh: -6; MC4R ag barr: -4.4; TLR9-MyD88 block: -1

How did CCOC(=O)N1CCN(c2c(NCc3ccc(Cl)cc3)c(=O)c2=O)CC1 do in these assays?
ABHD5 PLIN5 PPI: -5; EBV LMP1 NFkB: 2; NCOA3 inh: 11; SRC2 inh: 13; NOD2-RIPK2 inh: -10; MC4R antag cAMP: -23; NR5A2 inv ag: 8; NCOA1 inh: -5; COUP-TFII inh: 20; MC4R ag barr: -2.0; TLR9-MyD88 block: 5

High-throughput results deposited in PubChem by several laboratories.
